pAkt inh: HTS Assay for Inhibitors of Akt Phophorylation: Primary Screen. Neuro2A IGF-stimulated pAkt S473 HTRF, 20 min; active compounds read low. activity change, % for hits at 50 µM. 0.32% of 360,000 active. AID 651550, 2012; in the data active means activity change below about -80%; inconclusive means mostly about -51% to -80%; further: on the % scale 0 is the no-effect control and ±100 the full control effect
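Neuro2A cells in DMEM with 0.5% FBS, overnight at 37 deg C, given compound at single 50 µM final, then IGF (6 nM final) for 20 min at 37 deg C. Lysed; phospho-Akt Ser473 by HTRF after 24 h, 665/615 ratio.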
FUS yeast rescue: qHTS for Suppressors of FUS Proteinopathy: Primary screen using FUS-linked yeast assay. AID 1347120, 2019. 0.24% of 390,000 active. Potency, µM (doses to about 76.6 µM), for the others: at the highest dose growth rescue (activation), actives largely listed as activators. S. cerevisiae FUS-expressing, growth rescue, OD600, 24 h;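 further: potency means the concentration at half of the fitted maximal effect; plate controls were DMSO vehicle for no effect and reference control for full effect; nearly all actives have a fitted effect of over 55% in size; some results filed as inactive show a strong effect at the top dose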
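Absorbance at 600 nm, taken 24hr after compound addition, measured rescue of FUS-yeast growth at 30C. Induction used 2% galactose with seeding at OD 0.005. Controls: CP55940 from 92uM final, DMSO only.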
PTHR1 ag: qHTS for PTHR1 Agonists: Primary Screen. Parathyroid hormone/parathyroid hormone-related peptide receptor (Homo sapiens), Q03431. HEK293 GP2 PTHR1 cells, GloSensor cAMP luminescence, 1 h. Potency, µM (highest dose often 115 µM), without a hit: at the highest dose activation, usual class: activators. 0.075% of 410,000 active. AID 743266, 2014; further: potency means the concentration at half of the fitted maximal effect; nearly all actives have a fitted effect of over 55% in size; some results filed as inactive show a strong effect at the top dose; inactives centre near -15; many of its hits are not listed in these tables
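HEK-293-derived GP2 cells expressing PTHR1 and a GloSensor cAMP reporter, 3,000/well, plated overnight, given luciferin plus IBMX (each 0.5 mM as added) for 1 h at 37 °C, then compound for 1 h at 37 °C. Luminescence was read after 15 min at room temperature.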
TDP-43 yeast inh: qHTS of TDP-43 Inhibitors. TDP-43 expressing yeast growth rescue, BacTiter-Glo, 24 h. 1.8% of 410,000 active. Potency, µM (doses to about 46.1 µM), without a hit: at the highest dose growth rescue (activation), usual class: activators; further: potency means the concentration at half of the fitted maximal effect; % of control where 0% means no effect; nearly all actives have a fitted effect of over 50% in size
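Growth rescue of TDP-43-toxic yeast measured as ATP luminescence (BacTiter-Glo). Cells grown to mid-log in raffinose, induced in galactose at OD600=0.02, exposed to compound 24 hr at 30 deg C.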
GLP1R inv ag: qHTS of GLP-1 Receptor Inverse Agonists (Inhibition Mode) | Glucagon-like peptide 1 receptor (Homo sapiens), P43220 | HEK293 GLP-1R CRE-luciferase, luminescence, 24 h; GLP-1R form is constitutively active | Potency, µM (highest dose often 38.3 µM), inactives show at the top dose activity change, negative = inhibition, hits mostly inhibitors | 1.6% of 410,000 active | AID 624417, 2012; further: potency means the concentration at half of the fitted maximal effect; on the % scale 0 is the no-effect control and ±100 the full control effect; nearly all actives have a fitted effect of over 55% in size
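Inverse agonism was detected as reduced cAMP-driven luciferase luminescence after 24 h compound treatment. The cells were HEK293 clones expressing constitutively active human GLP-1R with the reporter. Reporter-only and GPR119 cell lines served as counterscreen controls.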
D3 antag: qHTS of D3 Dopamine Receptor Antagonist: qHTS | max response, negative = inhibition, % | D(3) dopamine receptor (Homo sapiens), P35462 | D3R cells, DiscoveRx beta-arrestin luminescence, antagonist mode; active compounds read low | 2.5% of 360,000 active; in the data active means max response below about -50%; inconclusive means no clear call, values can overlap the other calls; further: on the % scale 0 is the no-effect control and ±100 the full control effect; mostly tested at two doses, the higher about 12 µM
Target sequence (P35462 whole entry, looked up): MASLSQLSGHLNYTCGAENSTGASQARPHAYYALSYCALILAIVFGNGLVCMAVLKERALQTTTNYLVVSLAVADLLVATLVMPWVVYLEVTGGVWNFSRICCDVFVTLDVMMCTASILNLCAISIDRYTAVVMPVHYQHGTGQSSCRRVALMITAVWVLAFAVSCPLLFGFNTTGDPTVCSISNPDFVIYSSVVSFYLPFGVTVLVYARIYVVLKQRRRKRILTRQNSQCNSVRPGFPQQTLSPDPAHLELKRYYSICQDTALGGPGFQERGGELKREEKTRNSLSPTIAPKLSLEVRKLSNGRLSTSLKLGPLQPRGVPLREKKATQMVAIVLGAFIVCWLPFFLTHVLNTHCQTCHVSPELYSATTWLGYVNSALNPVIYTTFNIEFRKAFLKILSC
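Cells plated overnight at 1500 cells/well, then exposed to library compounds with dopamine controls for 90 minutes at 37 degrees C. DiscoveRx reagent added for 30–60 minutes at room temperature; luminescence read, quantitative HTS format.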
Abeta yeast res: qHTS for compounds that reverse cellular toxicity of Amyloid beta (A-beta) peptide in yeast: Primary Screen; yeast expressing A-beta42, growth rescue, OD600, 48 h; response scale: 0% DMSO, 100% iron-clioquinol control; AID 1347071, 2019; Potency, µM (series often up to 46.1 µM), without a hit: at the top dose growth rescue, most hits filed as activators; 0.063% of 410,000 active; further: potency means the concentration at half of the fitted maximal effect; nearly all actives have a fitted effect of over 55% in size
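Growth rescue measured by 600 nm absorbance after 48 h yeast culture at 30 C with compound. Values normalized between DMSO and an equimolar ferric chloride plus clioquinol control.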
aSyn rescue: qHTS of alpha-syn Inhibitors; Yeast expressing alpha-synuclein, growth rescue, BacTiter-Glo, 24 h; Potency, µM (titrated, usually from 46.1 µM), for inactives: at the highest dose growth rescue (activation), most hits filed as activators; 0.14% of 370,000 active; further: potency means the concentration at half of the fitted maximal effect; % of control where 0% means no effect; nearly all actives have a fitted effect of over 65% in size
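Galactose-induced alpha-syn yeast (OD600=0.02, raffinose-pregrown) + pinned cpd, 24 hr, 30 deg C; growth by BacTiter-Glo luminescence. Growth restoration scores as activation.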
GLP1R ag: qHTS of GLP-1 Receptor Agonists; Glucagon-like peptide 1 receptor (Homo sapiens), P43220; HEK293 GLP-1R CRE-luciferase, luminescence, 4-6 h; cells express a hypersensitive GLP-1R form; Potency, µM (series often up to 45.6 µM), for the others: at the highest dose activation, usual class: activators; 0.007% of 380,000 active; AID 624172, 2012; further: potency means the concentration at half of the fitted maximal effect; % of control where 0% means no effect
* = called active by the depositor; i = inactive; ? = inconclusive; / = no result given; [ ] = remark or other dose. Unless noted, the call rests on the fitted dose curve; in most records, active means well fitted curve in the direction sought with a large enough effect; inconclusive means small, poorly fitted or top-dose-only effect, or another doubt; inactive means no such curve, though single readings can be large; an effect the other way counts as inactive or inconclusive. Some of the compounds tested; rates above refer to the full screens.

(1) CCN1C[C@@H]2[C@@H]3C(=O)N(C)C(=O)[C@@H]3[C@](C)(C1=O)N2C(=O)c1ccc(Cl)c(Cl)c1
(2) Cc1ccsc1/C=C1\SC(N)=NC1=O
(3) Cc1c(Cl)cccc1-n1c(SCC(=O)N2CCC(C(=O)O)CC2)nnc1-c1ccncc1
(4) O=C(NC1=NCCS1)c1sc2ccccc2c1Cl
(5) NC(=O)[C@@H]1CCOc2c(I)cc([N+](=O)[O-])cc2C(=O)N[C@@H](CO)C(=O)NCC(=O)N1

Screen / compound no.,1,2,3,4,5
D3 antag,34,0,-8,23,5
TDP-43 yeast inh,21%,-12%,4%,?,-14%
GLP1R ag,-3%,-6%,-6%,4%,-5%
aSyn rescue,3%,-5%,2%,-2%,17%
PTHR1 ag,-24%,i,-25%,-45%[inhibitor],-9%
GLP1R inv ag,-3%,0%,-2%,2%,6%
Abeta yeast res,1%,-21%,-2%,-15%,-9%
pAkt inh,i,i,i,i,i
FUS yeast rescue,-14%,/,-17%,/,17%

(6) COc1ccc(N2CCN(CCCn3cnc4c(OC)ncnc43)CC2)cc1
(7) CCN(CC)S(=O)(=O)c1ccc(Cl)c(C(=O)Nc2cccnc2)c1
(8) O=C(COc1ccc(-c2ccccc2)cc1)N1CCN(C(=O)c2cccs2)CC1
(9) Cc1cc(NC(=O)c2ccccc2F)on1
(10) CC(CC(=O)Nc1ccc2c(c1)OCCO2)c1ccccc1 (stereo not given)

Screen / compound no.,6,7,8,9,10
D3 antag,-8,4,13,-17,11
TDP-43 yeast inh,6%,-8%,21%,-10%,?
GLP1R ag,7%,-7%,-2%,21%,6%
aSyn rescue,-2%,-2%,4%,-9%,1%
PTHR1 ag,-21%,-32%[inhibitor],-22%,i,-10%[57.5 µM]
GLP1R inv ag,-9%,-17%,?,15%,-20%
Abeta yeast res,-4%,-8%,?,-4%,10%
pAkt inh,i,i,i,i,i
FUS yeast rescue,-22%,-19%,1%,-7%,14%

(11) O=C(NC1C(=O)NNC1c1ccccc1)c1ccccc1 (stereo not given)
(12) Cc1nc2ccccc2nc1OCc1cccc([N+](=O)[O-])c1
(13) N#CCc1ccc(OC(=O)Nc2ccccc2)cc1
(14) CCC(=O)N1CCc2cc(Br)cc(S(=O)(=O)Nc3ccccc3C(=O)OC)c21
(15) Cc1ccccc1CCNC(=O)C1CCN(S(=O)(=O)c2ccc(-n3cnnn3)cc2)CC1

Screen / compound no.,11,12,13,14,15
D3 antag,-23,-13,6,/,3
TDP-43 yeast inh,-15%,-7%[0.397 µM],-4%,3%,20%
GLP1R ag,-1%,20%,32%,1%,-4%
aSyn rescue,-12%,0%,1%,/,6%
PTHR1 ag,-21%[57.5 µM],i,0%,i,i
GLP1R inv ag,8%,41%[activator],1%,19%,-9%
Abeta yeast res,0%,-11%,-15%,-25%,-5%
pAkt inh,i,i,i,/,i
FUS yeast rescue,-9%,14%,-12%,-16%,/

6 entries already listed, arranged by length of the SMILES, smallest number first.
(13) N#CCc1ccc(OC(=O)Nc2ccccc2)cc1
(11) O=C(NC1C(=O)NNC1c1ccccc1)c1ccccc1 (stereo not given)
(10) CC(CC(=O)Nc1ccc2c(c1)OCCO2)c1ccccc1 (stereo not given)
(7) CCN(CC)S(=O)(=O)c1ccc(Cl)c(C(=O)Nc2cccnc2)c1
(8) O=C(COc1ccc(-c2ccccc2)cc1)N1CCN(C(=O)c2cccs2)CC1
(15) Cc1ccccc1CCNC(=O)C1CCN(S(=O)(=O)c2ccc(-n3cnnn3)cc2)CC1

Screen / compound no.,13,11,10,7,8,15
D3 antag,6,-23,11,4,13,3
TDP-43 yeast inh,-4%,-15%,?,-8%,21%,20%
GLP1R ag,32%,-1%,6%,-7%,-2%,-4%
aSyn rescue,1%,-12%,1%,-2%,4%,6%
PTHR1 ag,0%,-21%[57.5 µM],-10%[57.5 µM],-32%[inhibitor],-22%,i
GLP1R inv ag,1%,8%,-20%,-17%,?,-9%
Abeta yeast res,-15%,0%,10%,-8%,?,-5%
pAkt inh,i,i,i,i,i,i
FUS yeast rescue,-12%,-9%,14%,-19%,1%,/

(listing goes on)
(16) COc1ccc(-n2nnc3c(=O)n(CC(=O)N4CCCc5ccccc54)cnc32)cc1
(17) CCc1ccc(C(=O)NNc2ccc(Cl)cc2)cc1
(18) O=C(O)CCCC(=O)Nc1ccc(Sc2ccc([N+](=O)[O-])cc2)cc1
(19) CCCCCC1CC(COc2ccccc2)OC1=O (stereo not given)
(20) c1cncc(-c2nnc3n2C2(CCCCC2)Cc2ccccc2-3)c1
(21) CC(O)(CS(=O)(=O)Cc1ccccc1Cl)C(=O)Nc1cccc(C(F)(F)F)c1 (stereo not given)

Screen / compound no.,16,17,18,19,20,21
D3 antag,?,-19,-5,0,7,?
TDP-43 yeast inh,21%,-9%,-4%,-8%,-16%,-19%
GLP1R ag,-2%,-3%,5%,14%,-4%,-5%
aSyn rescue,-5%,0%,-3%,9%,-2%,-12%
PTHR1 ag,-35%[inhibitor],-19%,-1%[57.5 µM],i,i,i
GLP1R inv ag,8%,1µM*,33%[activator],-19%,0%,-1%
Abeta yeast res,-2%,21%,-2%,-1%,17%,16%
pAkt inh,i,i,i,i,i,i
FUS yeast rescue,-19%,6%,?,18%,-15%,40%

Pulled one by one from the entries so far, 2 records:
(16) COc1ccc(-n2nnc3c(=O)n(CC(=O)N4CCCc5ccccc54)cnc32)cc1
(19) CCCCCC1CC(COc2ccccc2)OC1=O (stereo not given)

Screen / compound no.,16,19
D3 antag,?,0
TDP-43 yeast inh,21%,-8%
GLP1R ag,-2%,14%
aSyn rescue,-5%,9%
PTHR1 ag,-35%[inhibitor],i
GLP1R inv ag,8%,-19%
Abeta yeast res,-2%,-1%
pAkt inh,i,i
FUS yeast rescue,-19%,18%
